Screens deposited in PubChem by Broad Institute.
PvdQ inh: P. aeruginosa PvdQ acylase inhibitors, primary screen, biochemical, fluorescence, plate reader and imaging, single point. PvdQ acylase [Pseudomonas aeruginosa LESB58]. hit rate 0.063% among 340,000. purified PvdQ acylase. inhibition, % at 10 µM; in the data active = inhibition above about 30%, passing the limit was not always enough;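 note: 0% = vehicle neutral wells and 100% = reference inhibitor wells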
CAL PDZ FP-1: untagged CAL PDZ binding inhibitors, primary screen, biochemical, fluorescence polarization, HTS | Golgi-associated PDZ and coiled-coil motif-containing protein (Homo sapiens), Q9HD26 | purified CAL PDZ, TMR-peptide fluorescence polarization, 1 h | inhibition, % at 24.9 µM | hit rate 0.92% among 300,000 | AID 602252, 2012;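 active = mean inhibition of at least 30% with at least half of replicates also reaching 30%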;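 note: 0% = DMSO neutral control and 100% = excess unlabeled competitor peptide PRC23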
SR-BI uptake up: activators of SR-BI mediated DiI-HDL uptake, primary screen, ldlA[mSR-BI] CHO cells, DiI fluorescence; 3 h; 100 = double the neutral-control signal; activation, % at 12.5 µM; hit rate 0.096% among 320,000; AID 504775, 2011;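 active = mean replicate activation of at least 60% and every replicate at or above 60%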;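 note: 0% = median plate neutral-control signal and 100% = twice that signal; values of inactives mirror those of a sister screen read the other way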
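System: CHO ldlA[mSR-BI] cells / Medium: HEPES-buffered (25 mM, pH 7.4) F12 plus 0.5% BSA / Probe or stimulus: labelled HDL, 10 µg/mL / Doses: single compound concentration, delivered by pin transfer / Schedule: 3 h, 37 °C / Measured by: DiI fluorescence, bottom read / Measure: cell-associated DiI fluorescence as measure of HDL uptake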
dFosB act: activators of delta FosB homodimer, primary screen, biochemical, fluorescence polarization, TAMRA-CDK5 oligo, single point | purified delta FosB; percent of positive-control signal above neutral wells | activation, % at 25 µM | hit rate 0.99% among 340,000;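 active = mean activation above about 17%, with every replicate also reaching it, limit read from the data, passing the limit was not always enough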;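 note: fluorescence polarization rise as delta FosB binds a TAMRA Cdk5 AP-1 oligo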
Target sequence (P13346 whole entry, looked up): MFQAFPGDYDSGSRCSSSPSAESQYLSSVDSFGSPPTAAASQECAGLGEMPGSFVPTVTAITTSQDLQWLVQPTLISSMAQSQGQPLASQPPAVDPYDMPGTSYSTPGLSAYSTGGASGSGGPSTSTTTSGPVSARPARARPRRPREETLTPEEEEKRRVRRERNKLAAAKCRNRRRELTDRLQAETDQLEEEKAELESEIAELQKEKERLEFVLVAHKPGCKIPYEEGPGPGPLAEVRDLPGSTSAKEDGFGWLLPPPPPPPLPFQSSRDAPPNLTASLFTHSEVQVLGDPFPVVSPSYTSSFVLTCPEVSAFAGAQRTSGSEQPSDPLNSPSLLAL
MITF TRPM1 HTS: activators of MITF-driven TRPM1 promoter reporter, primary screen, cell-based, SK-MEL-5, luciferase, single point. activation, % at 12.5 µM. AID 588334, 2011. SK-MEL-5 TRPM1-promoter luciferase, 24 h; % of positive control, neutral wells = 0. hit rate 0.75% among 300,000;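 active = mean activation of at least 80% with every replicate also reaching 80%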;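 note: 0% = neutral control wells and 100% = parthenolide positive control wells; values of inactives mirror those of a sister screen read the other way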
SR-BI HDL uptake: inhibitors of SR-BI mediated HDL lipid uptake, primary screen, ldlA[mSR-BI] cells, fluorescence, single point | Scavenger receptor class B member 1 (Mus musculus), Q61009 | ldlA[mSR-BI] CHO cells, DiI-HDL uptake fluorescence, 3 h | inhibition, % at 12.5 µM | hit rate 0.96% among 320,000;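 active = mean replicate inhibition of at least 70% and a set share of replicates each scoring 70 or more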;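 note: 0% = median of neutral control wells and 100% = median of positive control wells; values of inactives mirror those of a sister screen read the other way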
Target sequence (Q61009 whole entry, looked up): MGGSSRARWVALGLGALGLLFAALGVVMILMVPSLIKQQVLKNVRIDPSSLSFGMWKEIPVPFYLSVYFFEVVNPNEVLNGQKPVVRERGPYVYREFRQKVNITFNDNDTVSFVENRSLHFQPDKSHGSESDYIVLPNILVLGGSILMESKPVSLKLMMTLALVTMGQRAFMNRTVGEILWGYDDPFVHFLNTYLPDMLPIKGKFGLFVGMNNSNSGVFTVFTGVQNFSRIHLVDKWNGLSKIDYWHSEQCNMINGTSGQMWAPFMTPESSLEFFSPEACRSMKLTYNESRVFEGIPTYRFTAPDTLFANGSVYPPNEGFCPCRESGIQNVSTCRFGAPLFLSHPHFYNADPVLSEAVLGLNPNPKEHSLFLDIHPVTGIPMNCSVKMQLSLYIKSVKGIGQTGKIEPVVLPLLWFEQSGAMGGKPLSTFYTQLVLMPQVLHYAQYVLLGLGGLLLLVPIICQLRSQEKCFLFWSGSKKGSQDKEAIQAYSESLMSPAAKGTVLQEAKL
NSD2 inh: NSD2 histone methyltransferase inhibitors, primary screen, biochemical, AlphaScreen, single concentration, set 2. Histone-lysine N-methyltransferase NSD2 (Homo sapiens), O96028. NSD2 peptide methylation, 120 min. inhibition, % at 12.5 µM. hit rate 0.54% among 310,000. AID 743445, 2014; in the data active = inhibition above about 50%
Rtt109 HAT inh: inhibitors of C. albicans Rtt109/Vps75 HAT, primary screen, biochemical, ThioGlo CoA-SH fluorescence, plate reader; Histone acetyltransferase RTT109 (Candida albicans (strain SC5314 / ATCC MYA-2876)), …; purified Rtt109/Vps75, 4 h; inhibition, % at 34.9 µM; hit rate 0.16% among 330,000;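 active = inhibition of at least 50% in every replicate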
CAL PDZ FP-2: CAL PDZ peptide-binding inhibitors, primary screen, biochemical, fluorescence polarization, Cer-tagged CAL PDZ, HTS; AID 504414, 2011; Golgi-associated PDZ and coiled-coil motif-containing protein (Homo sapiens), Q9HD26; hit rate 0.02% among 330,000; purified CAL PDZ, TMR-peptide fluorescence polarization, 1 h; inhibition, % at 20 µM;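 active = highest replicate inhibition of at least 40%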;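 note: plate controls were DMSO neutral control wells for no effect and unlabeled competitor peptide control wells for full effect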
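Material – purified CerCALP PDZ construct · Detection – FP readout, S and P plane fluorescence · Measure – percent inhibition from loss of millipolarization · Controls – unlabelled peptide for full inhibition, DMSO wells as neutral · Probe or stimulus – TMR-labelled reporter peptide T*-PRC34 bound in PDZ groove · Times – 1 h at RT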
PfHsp90 yeast 2: growth inhibition of PfHsp90-expressing yeast, primary screen, antimalarial PfHsp90 inhibitor project, S. cerevisiae, BacTiter-Glo luminescence, single point, set 2. inhibition, % at 9.4 µM. AID 504621, 2011. BacTiter-Glo ATP, 48 h; yeast lacking PDR1 and PDR3 efflux regulators. hit rate 0.32% among 310,000;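 active = every replicate shows inhibition above about 80%, whatever the replicate mean, limit read from the data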;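 note: 0% = DMSO neutral controls and 100% = 20 µM radicicol positive controls; yeast relying on Plasmodium falciparum Hsp90 in place of its own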
* = called active by the depositor; nt = not tested or not shown.

Each structure is followed by: PvdQ inh, CAL PDZ FP-1, SR-BI uptake up, dFosB act, MITF TRPM1 HTS, SR-BI HDL uptake, NSD2 inh, Rtt109 HAT inh, CAL PDZ FP-2, PfHsp90 yeast 2
CCCCOC(=O)c1ccc(NC(=S)NC(=O)c2c(Br)c(C)nn2C)cc1
→ -9, -3, -48, 6, -17, 48, -1, -1, -2.0, -9
O=C(N/N=C/c1ccc(N2CCCCC2)o1)c1ccccc1
→ 3, 0, -2, -14, 6, 2, 3, 34, -2.8, 6
CCCCCCCC(=O)NNC(=O)c1c(O)c2ccccc2n(CCC)c1=O
→ -5, 14, -10, -2, -1, 10, 2, 14, 0.4, 25
CC(OC(=O)C1CC(=O)N(Cc2ccco2)C1)C(=O)Nc1ccc(F)cc1Cl (stereo unspecified)
→ -5, -2, 10, 6, 1, -10, -2, -1, -0.2, 18
O=C(CN1CCN(c2nc(-c3ccccc3)cs2)CC1)Nc1ccc2c(c1)OCO2
→ 1, 5, 13, -7, 0, -13, -1, -1, 1.1, nt
O=C(COC(=O)c1ccc(N2CCCC2=O)cc1)c1ccccc1
→ -13, -2, nt, -9, nt, nt, 49, 2, -3.5, 13
CCn1nnnc1NC(=O)c1ccc2ccccc2c1
→ 8, -2, -10, 3, -1, 10, -3, 0, -1.1, -18
FC(F)(F)c1cccc(Cc2noc(CN3C[C@@H]4CCC[C@H]3C4)n2)c1
→ -15, nt, -6, -11, 17, 6, 12, -4, 0.4, -14
CCN(CC)c1ccc(/C=N/NC(=O)c2ccc3c(c2)OCCO3)cc1
→ 1, nt, -22, 0, 3, 22, -2, -2, -0.4, -10
c1cc(CNc2ccc(N3CCOCC3)cc2)ccn1
→ -8, -1, -2, -12, -7, 2, 3, -5, nt, 10
Cc1cccc2c1NC(C)CC2C (stereo unspecified)
→ 0, -3, 26, 6, 2, -26, nt, -4, -1.9, -30
CC(OC(=O)c1nsc(Cl)c1Cl)C(=O)NCCc1ccccc1 (stereo unspecified)
→ -6, 0, 15, 0, -3, -15, -1, -3, -2.2, 15
O=C(CNC(=O)c1ccc(Br)o1)Nc1cccc(S(=O)(=O)N2CCCC2)c1
→ 3, -2, -10, -4, 1, 10, 0, 2, -3.1, 3
CSc1ccccc1NC(=O)C1CCN(S(C)(=O)=O)CC1
→ 0, -3, 27, 4, -8, -27, 3, 0, nt, 2
COc1cc2c3c(c1OC)C1(C=CC(=O)C=C1)CC3N(C(=O)c1ccccc1)CC2 (stereo unspecified)
→ -16, -1, -35, -11, -1, 35, 6, -11, nt, nt
Cc1ccnc(N2C(=O)C3C4CC(C(Br)C4Br)C3C2=O)c1 (stereo unspecified)
→ -8, -2, 1, 2, nt, -1, -1, 1, -2.1, nt
CC(CC(C)C(=O)Nc1ccccc1C(C)(C)C)C(=O)O (stereo unspecified)
→ -1, 2, 14, 2, 0, -14, -1, 1, -0.9, 42
COc1ccc(C2C(C(=O)O)CC(=O)N2c2ccc(OC)cc2)cc1 (stereo unspecified)
→ -13, -6, 7, 0, 9, -7, nt, -5, -3.3, 6
O=C(/C=C/c1ccccc1Cl)NC1CCS(=O)(=O)C1 (stereo unspecified)
→ 7, -2, 11, -3, 9, -11, nt, 2, -2.5, 32
COc1ccc(/C=C2\SC(=S)N(CCCC(=O)N3CCN(C)CC3)C2=O)cc1OC
→ -12, -5, nt, -1, -3, nt, -1, -11, -0.4, 30
O=C(Cn1nnc2c(sc3nc4c(c(-c5ccccc5)c32)CCC4)c1=O)c1ccccc1
→ -6, 4, nt, 3, 7, nt, 0, 0, -3.4, 3
CCN(CC(=O)Nc1c(F)cccc1F)C(=O)C1CCN(C(=O)c2ccc(Cl)cc2)CC1
→ 5, -1, 5, 2, 0, -5, -2, 10, -3.0, 2
Cc1cc(Cl)ccc1OCC(=O)NNC(=O)C1CSC2(C)CCC(=O)N12 (stereo unspecified)
→ -7, -1, 14, -1, 8, -14, 2, -1, -2.4, nt
C/C(=N/NC(=O)c1cccs1)c1cccc(N)c1
→ -1, nt, 4, -4, 61, -4, 0, 6, -0.5, 8
Cc1ccc(CN2CC(C(=O)N3CCN(S(=O)(=O)c4ccc(C)cc4C)CC3)CC2=O)cc1 (stereo unspecified)
→ -15, -2, -7, -9, nt, 7, 2, 0, -0.2, 2
CCCn1c(N)c(C(=O)CSc2nc(C3CC3)n(-c3ccccc3)n2)c(=O)[nH]c1=O
→ -10, nt, 18, 9, 6, -18, -1, 0, -0.8, -22
CCCC(=O)NC(=S)Nc1ccccc1N1CCOCC1
→ -12, -1, 3, 2, 1, -3, 2, -2, -1.9, 19
NC(=O)c1c(NC(=O)Cc2ccccc2)sc2c1CCN(Cc1ccccc1)C2
→ -12, 1, 1, 1, 7, -1, nt, -6, -0.6, -13
CC(C)(C)n1ncc2c(=O)n(Cc3cccc(Cl)c3)cnc21
→ -2, 3, -4, -4, 5, 4, -15, -1, -1.7, -9
COc1ccc(NC(=O)CSc2nc3ccccc3c3nc4ccccc4n23)cc1
→ -10, 2, -14, -3, -5, 14, -6, 1, -1.3, 4
CCCS(=O)(=O)N1CCC(C(=O)NCCc2ccc(OC)c(OC)c2)CC1
→ -9, -2, -6, -9, 4, 6, -4, 3, -1.6, 20
CC1CCN(S(=O)(=O)N2CCN(C(=O)c3ccc4c(c3)OCO4)CC2)CC1
→ -2, -1, nt, -5, 10, nt, -1, 2, -1.6, 15
c1ccc(-c2nnc(-c3ccncc3)nc2-c2ccccc2)cc1
→ -3, -6, 40, -5, -10, -40, 1, 2, -2.4, 3
CN(Cc1nccn1C)C(=O)c1cc(COc2cccc(C(F)(F)F)c2)on1
→ -10, -4, -1, -13, 15, 1, -4, -5, 0.0, 4
Cc1cc(NC(=O)CSCc2nc(-c3cccc(Cl)c3)oc2C)no1
→ 6, nt, 12, -7, 4, -12, nt, 1, 0.0, 9
O=C(NCc1nnc(SCC(=O)N2CCCc3ccccc32)n1-c1ccccc1)c1cccc2ccccc12
→ 2, 0, -43, -3, -27, 43, -3, 4, -1.8, -12
Cc1cccc(/C=C2/S/C(=N/N=C3\CC4CCC3(C)C4(C)C)NC2=O)c1 (stereo unspecified)
→ -7, 15, 11, -13, -2, -11, 3, 4, -0.3, 12
O=C(C1=C(O)C(=O)N(CC2CCCO2)C1c1ccc(Cl)cc1Cl)c1ccco1 (stereo unspecified)
→ -10, 4, nt, -4, -4, nt, -1, 9, -1.4, -12
CCC(Sc1nc(C)cc(C)n1)C(=O)Nc1ccc(Cl)cn1 (stereo unspecified)
→ -3, 2, -36, 8, 2, 36, -3, 8, -0.5, -20
CCCCn1c(N)c(N(CCOC)C(=O)CSc2ccccc2C)c(=O)[nH]c1=O
→ -16, -9, 12, -3, 4, -12, -1, nt, 0.5, 17
Cc1ccc(NC(=O)Cn2cnc3c(oc4nc5c(cc43)COC(C)(C)C5)c2=O)cc1
→ -8, -1, 3, 0, -26, -3, -2, -3, -0.6, 4
CC12CC3CC(C1)CC(C(=O)NNC(=O)c1ccncc1)(C3)C2
→ -9, -1, 3, -1, -7, -3, -1, 0, 0.0, -12
COc1cc(S(=O)(=O)N2CCOCC2)cc(C(=O)OCC(=O)NCc2ccco2)c1OC
→ -6, nt, 4, -7, -1, -4, 3, -1, -0.4, 11
O=S(=O)(c1ccccc1)N1CCN(CCc2ccccc2)CC1
→ -11, 69*, -7, -11, 5, 7, -4, 5, -4.8, 25
O=c1c(-c2ccccc2)c(O)c2cccc3c2n1CCC3
→ -3, -2, 37, -14, -3, -10, -6, -9, -1.1, 32
CCOC(=O)C1=C(N)OC2=C(C(=O)CCC2)C1c1ccco1 (stereo unspecified)
→ -5, nt, 19, 8, nt, -19, -1, -3, 0.5, -6
O=C(Nc1ccccn1)c1ccc2c(c1)S(=O)(=O)c1ccccc1C2=O
→ -8, 0, -5, -3, 59, 5, nt, -3, 0.5, -60
Cn1ncc(C#N)c1/N=C/N(Cc1ccccc1)Cc1ccccc1
→ 18, -3, -39, -4, 7, 39, -4, 12, nt, 14
COc1ccc(N2CCN(C(=O)c3ccccc3NC(=O)c3ccccc3)CC2)cc1
→ -13, -2, 3, 4, 5, -3, 1, -5, -3.2, -17
NC(=O)C1CCN(C(=O)COc2ccc3c(c2)oc(=O)c2ccccc23)CC1
→ 5, 3, -12, -9, 7, 12, nt, 7, 0.2, -2
CCn1c(COc2cccc3ccccc23)nnc1SCC(N)=O
→ -18, 52*, -10, 0, nt, 10, -1, 5, -1.1, -22
O=C(c1noc2c1CCCC2)N1CCCCC1
→ -7, -2, -12, -1, -1, 12, -7, -4, -0.7, -2

Profiles from above. Order of values: PvdQ inh, CAL PDZ FP-1, SR-BI uptake up, dFosB act, MITF TRPM1 HTS, SR-BI HDL uptake, NSD2 inh, Rtt109 HAT inh, CAL PDZ FP-2, PfHsp90 yeast 2
Listed for `O=S(=O)(c1ccccc1)N1CCN(CCc2ccccc2)CC1` : -11, 69*, -7, -11, 5, 7, -4, 5, -4.8, 25
Listed for `NC(=O)C1CCN(C(=O)COc2ccc3c(c2)oc(=O)c2ccccc23)CC1` : 5, 3, -12, -9, 7, 12, nt, 7, 0.2, -2

No enrichment for hits, and some 4.3% of all compounds hit somewhere here.
